V-ATPase pH – alters yeast V-ATPase proton transport; AID 504577; 350,000 compounds, 0.37% hits; response, % at 10 µM; S. cerevisiae, pHLuorin cytosolic pH fluorescence; in the data active = response mostly above about 7.3%, no sharp cut-off; inactive = mostly below about 5.4%; note: actives read high; inactives centre near 0; some compounds called inactive have numbers as strong as hits; reference of the scale not given here
DAGLB inh – diacylglycerol lipase beta (human) inhibition; HEK293T DAGLB membrane lysate, EnzChek fluorogenic substrate; 340,000 compounds, 0.059% hits; Q8NCG7; inhibition, % at 5.17 µM; in the data active = inhibition above about 34%;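 note: 0% = enzyme with vehicle and 100% = wells lacking enzyme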
Target sequence (Q8NCG7 whole entry, looked up): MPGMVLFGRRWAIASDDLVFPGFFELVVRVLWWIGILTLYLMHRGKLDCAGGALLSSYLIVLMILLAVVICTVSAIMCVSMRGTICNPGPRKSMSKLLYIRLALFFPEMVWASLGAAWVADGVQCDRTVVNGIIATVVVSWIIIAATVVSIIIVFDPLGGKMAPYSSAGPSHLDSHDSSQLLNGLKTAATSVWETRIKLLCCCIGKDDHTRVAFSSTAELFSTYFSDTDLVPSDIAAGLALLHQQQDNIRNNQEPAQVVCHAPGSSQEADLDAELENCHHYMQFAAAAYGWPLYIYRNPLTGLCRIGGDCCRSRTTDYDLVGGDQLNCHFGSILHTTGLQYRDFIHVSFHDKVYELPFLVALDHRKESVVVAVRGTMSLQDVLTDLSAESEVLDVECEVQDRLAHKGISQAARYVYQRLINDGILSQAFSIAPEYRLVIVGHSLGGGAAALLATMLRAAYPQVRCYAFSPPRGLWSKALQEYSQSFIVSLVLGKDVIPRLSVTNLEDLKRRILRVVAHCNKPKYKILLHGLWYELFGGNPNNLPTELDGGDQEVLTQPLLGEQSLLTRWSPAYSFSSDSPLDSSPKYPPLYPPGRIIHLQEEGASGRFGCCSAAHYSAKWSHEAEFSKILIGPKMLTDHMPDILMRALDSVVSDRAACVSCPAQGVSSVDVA
* marks the source's active call; other numbers are inactive results. An excerpt; rates above refer to the full screens.

SMILES	V-ATPase pH	DAGLB inh
CCCCCCN1C[C@H](O)[C@@H](n2cc(C3CC3)nn2)C[C@@H]1c1ccc(C)cc1	-2	-2
O=C(OCc1cn([C@H]2CN(C(=O)C3CCCCC3)[C@@H](c3ccc(Cl)cc3)C[C@@H]2O)nn1)c1ccccc1	1	-2
COC(=O)N(C)C[C@@H]1OCc2cn(nn2)CCCC(=O)N([C@@H](C)CO)C[C@H]1C	-2	1
C[C@@H]1CN([C@H](C)CO)C(=O)c2c(c3ccccc3n2C)-c2ccccc2CO[C@H]1CN(C)C(=O)c1cc(Cl)cc(Cl)c1	0	-2
CCCCCCN1C[C@H](O)[C@@H](n2cc(COC(=O)c3ccccc3)nn2)C[C@@H]1c1ccc(Cl)cc1	3	-6
CCCCCC(=O)N1C[C@@H](n2cc(C3CC3)nn2)[C@H](O)C[C@@H]1c1ccc(Cl)cc1	3	0
O=C(OCc1cn([C@H]2CN(C(=O)c3cccs3)[C@@H](c3ccccc3)C[C@@H]2O)nn1)c1ccccc1	1	-3
C[C@H]1CN([C@@H](C)CO)S(=O)(=O)c2ccc(Br)cc2O[C@H]1CN(C)Cc1ccccc1F	-3	-2
Cc1ccn2c(Cc3ccccc3)c(-c3ccc(Br)cc3)nc2c1	0	-5
Cc1ccccc1-c1ccc2c(c1)O[C@H](CN(C)C(=O)C1CC1)[C@@H](C)CN([C@@H](C)CO)S2(=O)=O	-1	-2
S=C(NCCc1ccccc1)N1CCC2CC1c1c(Cl)cccc12 (stereo unspecified)	-1	7
Cc1ccn2c(Cc3ccccc3)c(-c3ccc(F)cc3)nc2c1	1	-4
O=C(C[C@H]1C[C@H]2c3cc(NC(=O)CC4CC4)ccc3O[C@H]2[C@H](CO)O1)NCc1ccccc1F	2	-4
CCCC1NC(=O)c2cc3ccccc3cc2-n2c1nc1ccc(F)cc1c2=O (stereo unspecified)	-1	-1
O[C@H]1C[C@H](c2ccccc2)N(Cc2cccs2)C[C@@H]1n1cc(C2CC2)nn1	1	0
CSc1ncnc2c1ncn2CCCNCC1CCCCC1	-2	-1
COc1ccc([C@H]2C[C@@H](n3cc(C4CC4)nn3)[C@H](O)CN2CC2CCCCC2)cc1	-2	-3
CC1NC(=O)c2cc3ccccc3cc2-n2c1nc1ccccc1c2=O (stereo unspecified)	1	2
CCCCN1C(=O)C(CC(=O)NC2CCCCC2)CC(C(=O)N(C)C)=C1C (stereo unspecified)	-3	0
C=CCNC(=S)N1CCC2CC1c1c(Cl)cccc12 (stereo unspecified)	-1	-1
C[C@@H]1CN([C@H](C)CO)C(=O)CCCn2cc(nn2)CO[C@H]1CN(C)C(=O)Nc1ccc2c(c1)OCCO2	0	-1
COc1ccccc1NC(=O)N(C)C[C@H]1OCc2cnnn2CCCC(=O)N([C@@H](C)CO)C[C@H]1C	-2	-5
COc1ncnc2c1ncn2CCCN1CCN(c2ccccn2)CC1	-1	-2
O=C1[C@H]2[C@@H](c3ccc(C(F)(F)F)cc3)N[C@]3(CCCN(Cc4ccco4)C3=O)[C@H]2C(=O)N1Cc1ccccc1	0	0
C[C@H](CO)N1C[C@H](C)[C@H](CN(C)S(=O)(=O)c2ccccc2F)OCc2cnnn2CCCC1=O	0	1
CCC/C=C/c1ccc(CN2C(C)C(=O)N(Cc3cn(CC4CCCCC4)nn3)CCS2(=O)=O)cc1 (stereo unspecified)	0	-1
C[C@@H]1CN([C@@H](C)CO)C(=O)c2cc(Br)cnc2O[C@H]1CN(C)C(=O)Nc1ccc(F)cc1	3	3
Cc1ccc(S(=O)(=O)N2C[C@@H](C)[C@]3(C2)[C@H](O)[C@H](OC(=O)Nc2c(C)noc2C)C[C@H]2C(=O)N(c4ccccc4)C(=O)[C@H]23)cc1	-1	0
COc1ccc(S(=O)(=O)N(C)C[C@@H]2OCc3cnnn3CCCC(=O)N([C@H](C)CO)C[C@H]2C)cc1	0	0
COc1ccc(NC(=O)N(C)C[C@@H]2OCc3ccccc3-c3c(n(C)c4ccccc34)C(=O)N([C@H](C)CO)C[C@H]2C)c(OC)c1	-1	4

Some of the entries above in a different format:
V-ATPase pH | DAGLB inh | mol
3 | 0 | CCCCCC(=O)N1C[C@@H](n2cc(C3CC3)nn2)[C@H](O)C[C@@H]1c1ccc(Cl)cc1
1 | -3 | O=C(OCc1cn([C@H]2CN(C(=O)c3cccs3)[C@@H](c3ccccc3)C[C@@H]2O)nn1)c1ccccc1

Additional records follow.
SMILES	V-ATPase pH	DAGLB inh
O=C1NC(Cc2ccccc2)c2nc3ccc(F)cc3c(=O)n2-c2cc3ccccc3cc21 (stereo unspecified)	3	2
C[C@@H]1CN([C@H](C)CO)C(=O)CCCn2nncc2CO[C@H]1CN(C)S(=O)(=O)c1cccc(F)c1	0	-1
CSc1ncnc2c1ncn2CCCNC1CCN(Cc2ccccc2)CC1	-1	3
C[C@@H]1CN([C@@H](C)CO)C(=O)CCCn2nncc2CO[C@@H]1CN(C)C(=O)Nc1cccc2ccccc12	-2	-1
CCCCCC(=O)N1C[C@@H](n2cc(C3CC3)nn2)[C@H](O)C[C@@H]1c1ccccc1	4	-1
COc1ccccc1-c1cc2nc(-c3ccccc3)cc(N3CCN(C(=O)c4ccco4)CC3)n2n1	1	-3
C[C@@H]1CN([C@H](C)CO)C(=O)CCCn2nncc2CO[C@@H]1CN(C)S(=O)(=O)c1cccs1	0	-1
C[C@H]1CN([C@@H](C)CO)S(=O)(=O)c2ccc(Br)cc2O[C@@H]1CN(C)C(=O)c1cccnc1	-1	-2
CCCCCCN1C[C@H](O)[C@@H](n2cc(-c3ccc(F)cc3)nn2)C[C@@H]1c1ccccc1	-1	-8
C[C@@H]1CN([C@@H](C)CO)C(=O)CCCn2cc(nn2)CO[C@H]1CN(C)C(=O)Oc1ccccc1	-4	-2
CCOC(=O)c1ccc(NC(=O)c2nc[nH]c2C(=O)N[C@H](C)CO)cc1	-1	0
CC(C)CC1C(=O)N(Cc2cn(CCC3OCCCO3)nn2)CCS(=O)(=O)N1Cc1ccc(-c2ccc(Cl)nc2)cc1 (stereo unspecified)	0	-2
CCCCN1C(=O)C(CC(=O)NCCCN(C)C)CC(C(=O)N(C)C)=C1C (stereo unspecified)	-1	1
C[C@@H]1CN([C@@H](C)CO)C(=O)CCCn2nncc2CO[C@@H]1CN(C)C(=O)Nc1cccc(C(F)(F)F)c1	-2	0
C[C@H](CO)N1C[C@H](C)[C@@H](CN(C)Cc2ccc(Oc3ccccc3)cc2)OCc2cnnn2CCCC1=O	2	2
C[C@H](CO)N1C[C@H](C)[C@H](CN(C)C(=O)c2ccc3ccn(C)c3c2)OCc2cnnn2CCCC1=O	0	0
CCN(CC)C(=O)C1=C(C)N(CCCOC)C(=O)C(CC(=O)NCc2cccc3ccccc23)C1 (stereo unspecified)	1	1
O[C@@H]1C[C@H](c2ccccc2)N(CC2CCCCC2)C[C@H]1n1cc(C2CC2)nn1	1	0
Cc1ccccc1Oc1ccc2c(c1)[C@@H]1C[C@H](N(C)C(=S)Nc3ccc(F)cc3)[C@H]([C@H](C)O)C(=O)N1CC2	0	-1
Cc1ccccc1CN(C)C[C@@H]1OCc2cnnn2CCCC(=O)N([C@@H](C)CO)C[C@H]1C	2	-3
CCN(CC)C(=O)C1=C(C)N(Cc2ccc(F)cc2)C(=O)C(CC(=O)NCC2CCCCC2)C1 (stereo unspecified)	0	-3
CC(C)CC1NC(=O)c2cccnc2-n2c1nc1cc(F)ccc1c2=O (stereo unspecified)	3	2
COc1ccc2cc(C#CC3=CC(=O)C[C@H](c4ccc(F)cc4)C3)ccc2c1	1	-17
CCCCCCN1C[C@@H](O)[C@H](n2cc(COC(=O)c3ccccc3)nn2)C[C@@H]1c1ccc(C)cc1	1	-9
C[C@@H]1CN([C@H](C)CO)C(=O)c2cc(-c3ccc(F)cc3)cnc2O[C@H]1CN(C)C(=O)c1ccc(F)cc1	-2	-1
COc1ccccc1NC(=O)N(C)C[C@@H]1OCc2cnnn2CCCC(=O)N([C@@H](C)CO)C[C@@H]1C	-5	0
CCN(CC)C(=O)C1=C(C)N(CCCOC)C(=O)C(CC(=O)NCCc2ccccn2)C1 (stereo unspecified)	-1	-2
CCC/C=C/c1ccc(CN2C(C(C)C)C(=O)N(Cc3cn(CCC4OCCO4)nn3)CCS2(=O)=O)cc1 (stereo unspecified)	0	-3
C[C@H]1CN([C@@H](C)CO)S(=O)(=O)c2ccc(Br)cc2O[C@H]1CN(C)C(=O)NC1CCCCC1	-5	1
C[C@@H]1CN([C@@H](C)CO)C(=O)c2cc(C#CC3CCCCC3)cnc2O[C@@H]1CN(C)S(=O)(=O)c1ccc(F)cc1	2	-4

Full records as entered above. Screens in order: V-ATPase pH | DAGLB inh
`CCC/C=C/c1ccc(CN2C(C(C)C)C(=O)N(Cc3cn(CCC4OCCO4)nn3)CCS2(=O)=O)cc1` (stereo unspecified) in the list: 0 | -3
`O[C@@H]1C[C@H](c2ccccc2)N(CC2CCCCC2)C[C@H]1n1cc(C2CC2)nn1` in the list: 1 | 0
`Cc1ccccc1CN(C)C[C@@H]1OCc2cnnn2CCCC(=O)N([C@@H](C)CO)C[C@H]1C` in the list: 2 | -3
`CCCCCCN1C[C@@H](O)[C@H](n2cc(COC(=O)c3ccccc3)nn2)C[C@@H]1c1ccc(C)cc1` in the list: 1 | -9

Further results:
SMILES	V-ATPase pH	DAGLB inh
C[C@H]1CN([C@@H](C)CO)C(=O)c2cc(Br)cnc2O[C@@H]1CN(C)C(=O)NC1CCCCC1	0	0
O=C(c1ccoc1)N1CCN(c2cc(-c3ccco3)nc3cc(-c4ccccc4)nn23)CC1	0	0
C[C@H](CO)N1C[C@H](C)[C@@H](CN(C)S(=O)(=O)c2ccc(-c3ccccc3)cc2)OCc2cn(nn2)CCCC1=O	2	2
C[C@@H]1CN([C@H](C)CO)C(=O)CCCn2nncc2CO[C@H]1CN(C)C(=O)c1ccccc1	1	-2
Cc1cccc(CN(C)C[C@H]2OCc3cnnn3CCCC(=O)N([C@@H](C)CO)C[C@@H]2C)c1	1	0
CC(C)NC(=O)N(C)C[C@@H]1OCc2ccccc2-c2c(n(C)c3ccccc23)C(=O)N([C@@H](C)CO)C[C@@H]1C	1	-1
C[C@@H]1Cn2cnc(C(=O)N[C@@H](C)c3ccccc3)c2C(=O)N1	4.2*	-1
COc1cccc(S(=O)(=O)Nc2ccc3c(c2)[C@H]2C[C@H](CC(=O)N[C@@H](C)c4ccccc4)O[C@H](CO)[C@H]2O3)c1	-1	0
COc1ncnc2c1ncn2CCCNCc1ccccc1	-1	2
CCN(CC)C(=O)C1=C(C)N(Cc2ccccc2)C(=O)C(CC(=O)NC2CC2)C1 (stereo unspecified)	2	0
O=C(C[C@H]1C[C@H]2c3cc(NS(=O)(=O)c4ccc(F)cc4)ccc3O[C@H]2[C@H](CO)O1)NCc1ccncc1	1	1
CC(C)OC(=O)N(C)C[C@@H]1OCc2cnnn2CCCC(=O)N([C@H](C)CO)C[C@@H]1C	-1	-2
CC(C)C1C(=O)N(Cc2cn(CCC3OCCCO3)nn2)CCS(=O)(=O)N1Cc1ccc(-c2ccc(Cl)nc2)cc1 (stereo unspecified)	-1	4
COc1ccc([C@H]2C[C@H](n3cc(-c4ccc(F)cc4)nn3)[C@@H](O)CN2Cc2cccs2)cc1	4	2

Part of the list above in order of SMILES length, falling.
SMILES	V-ATPase pH	DAGLB inh
C[C@H](CO)N1C[C@H](C)[C@@H](CN(C)S(=O)(=O)c2ccc(-c3ccccc3)cc2)OCc2cn(nn2)CCCC1=O	2	2
CC(C)C1C(=O)N(Cc2cn(CCC3OCCCO3)nn2)CCS(=O)(=O)N1Cc1ccc(-c2ccc(Cl)nc2)cc1 (stereo unspecified)	-1	4
Cc1cccc(CN(C)C[C@H]2OCc3cnnn3CCCC(=O)N([C@@H](C)CO)C[C@@H]2C)c1	1	0
COc1ncnc2c1ncn2CCCNCc1ccccc1	-1	2

Assay outcomes as filed in PubChem.
